HP1b binding inh = HTS for Inhibitors of HP1-beta Chromodomain Interactions with Methylated Histone Tails; AlphaScreen HP1-beta / biotin-H3K9me3 peptide binding; Potency, µM (doses to about 114 µM), for the others: at the top dose activity change, negative = inhibition, usual class: inhibitors; 390,000 tested, 0.56% active; further: potency means the concentration at half of the fitted maximal effect; nearly all actives have a fitted effect of over 70% in size; inactives centre near 23
Target sequence (P83916 whole entry, looked up): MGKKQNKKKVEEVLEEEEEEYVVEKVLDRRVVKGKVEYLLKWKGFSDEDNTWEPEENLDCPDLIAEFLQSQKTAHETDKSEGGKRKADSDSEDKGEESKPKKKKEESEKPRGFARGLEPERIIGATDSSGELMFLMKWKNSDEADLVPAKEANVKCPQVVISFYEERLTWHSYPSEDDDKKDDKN
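AlphaScreen: HP1-beta (50 nM) preformed 30 min with biotin-H3(1-18)K9me3 peptide (50 nM) in PBS pH 7.4, 0.01% Tween-20. Compound added for 30 min at RT, then streptavidin donor/nickel chelate acceptor beads (10 ug/mL) for 30 min.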
Pin1 inhibitor = qHTS Assay to Find Inhibitors of Pin1. Peptidyl-prolyl cis-trans isomerase NIMA-interacting 1 (Homo sapiens), Q13526. Pin1 FP peptide displacement, HiFluor488, 10 min. Potency, µM (series often up to 115 µM), inactives show top-dose activity, negative = inhibition, hits mostly inhibitors. 390,000 tested, 0.009% active; active means well fitted inhibition curve with a large enough effect in the polarisation, with a control signal flat, not every such curve was filed as active; inconclusive means small, poorly fitted or top-dose-only effect, or effect the other way, or a change in a side signal; inactive means no such curve, though single readings can be large or run the other way; the % refers to the polarisation; further: potency means the concentration at half of the fitted maximal effect; on the % scale 0 is the no-effect control and ±100 the full control effect
Target sequence (Q13526 whole entry, looked up): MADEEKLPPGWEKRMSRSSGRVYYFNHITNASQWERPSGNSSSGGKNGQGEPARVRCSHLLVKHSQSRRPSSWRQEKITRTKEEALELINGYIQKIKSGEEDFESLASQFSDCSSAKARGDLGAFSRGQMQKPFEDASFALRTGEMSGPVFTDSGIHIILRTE
BAZ2B inh = qHTS Assay for Inhibitors of BAZ2B | Bromodomain adjacent to zinc finger domain protein 2B (Homo sapiens), Q9UIF8 | AlphaScreen BAZ2B-H3K14Ac peptide displacement | Potency, µM (top dose mostly 114 µM), for inactives: top-dose activity change, negative = inhibition, most hits filed as inhibitors | 360,000 tested, 4.4% active; further: potency means the concentration at half of the fitted maximal effect; on the % scale 0 is the no-effect control and ±100 the full control effect; nearly all actives have a fitted effect of over 60% in size
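Multi-concentration screen (max 110 uM) measuring displacement of acetylated histone H3 peptide from BAZ2B by AlphaScreen, using 50 nM protein, 50 nM peptide and 10 ug/mL streptavidin donor plus Ni-chelate acceptor beads.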
Pol eta inh = qHTS for Inhibitors of Polymerase Eta; DNA polymerase eta (Homo sapiens), Q9Y253; 390,000 tested, 1.2% active; Potency, µM (highest dose often 114 µM), for inactives: at the top dose activity change, negative = inhibition, usual class: inhibitors; recombinant Pol eta, fluorescent DNA replication assay; further: potency means the concentration at half of the fitted maximal effect; on the % scale 0 is the no-effect control and ±100 the full control effect
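Pol eta (10 nM) was preincubated with compounds for 15 min at room temperature, after which fluorescent replication substrate (50 nM final) was added to start the reaction. Fluorescence was read kinetically at 0 and 10 min.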
G9a block = qHTS Assay for Inhibitors of Histone Lysine Methyltransferase G9a | Histone-lysine N-methyltransferase EHMT2 (Homo sapiens), Q96KQ7 | G9a H3K9 monomethylation, AlphaScreen, 2 h | Potency, µM (titrated, usually from 102 µM), without a hit: at the top dose activity, negative = inhibition, usual class: inhibitors | 350,000 tested, 8.8% active | AID 504332, 2011; further: potency means the concentration at half of the fitted maximal effect; on the % scale 0 is the no-effect control and ±100 the full control effect; nearly all actives have a fitted effect of over 75% in size
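G9a (20 nM) was preincubated 15 min with compound, then reacted 2 h at room temperature with 500 nM biotin-H3K9 peptide and 20 µM SAM. Monomethyl-H3K9 detected by AlphaScreen using anti-H3K9me1 antibody.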
JMJD2A Tudor = qHTS Assay for Inhibitors of JMJD2A-Tudor Domain | Potency, µM (top dose mostly 114 µM), for inactives: at the top dose activity change, negative = inhibition, hits mostly inhibitors | Lysine-specific demethylase 4A (Homo sapiens), O75164 | 390,000 tested, 4.4% active | AlphaScreen JMJD2A-Tudor / H3K4me3 peptide binding; further: potency means the concentration at half of the fitted maximal effect; on the % scale 0 is the no-effect control and ±100 the full control effect; nearly all actives have a fitted effect of over 50% in size
GLS inhibitor = qHTS for Inhibitors of Glutaminase (GLS); Potency, µM (top dose mostly 45.5 µM), for the others: at the top dose activity change, negative = inhibition, most hits filed as inhibitors; AID 624170, 2012; GLS enzymatic activity, qHTS titration; 410,000 tested, 0.21% active; further: potency means the concentration at half of the fitted maximal effect; on the % scale 0 is the no-effect control and ±100 the full control effect
Target sequence (O94925 whole entry, looked up): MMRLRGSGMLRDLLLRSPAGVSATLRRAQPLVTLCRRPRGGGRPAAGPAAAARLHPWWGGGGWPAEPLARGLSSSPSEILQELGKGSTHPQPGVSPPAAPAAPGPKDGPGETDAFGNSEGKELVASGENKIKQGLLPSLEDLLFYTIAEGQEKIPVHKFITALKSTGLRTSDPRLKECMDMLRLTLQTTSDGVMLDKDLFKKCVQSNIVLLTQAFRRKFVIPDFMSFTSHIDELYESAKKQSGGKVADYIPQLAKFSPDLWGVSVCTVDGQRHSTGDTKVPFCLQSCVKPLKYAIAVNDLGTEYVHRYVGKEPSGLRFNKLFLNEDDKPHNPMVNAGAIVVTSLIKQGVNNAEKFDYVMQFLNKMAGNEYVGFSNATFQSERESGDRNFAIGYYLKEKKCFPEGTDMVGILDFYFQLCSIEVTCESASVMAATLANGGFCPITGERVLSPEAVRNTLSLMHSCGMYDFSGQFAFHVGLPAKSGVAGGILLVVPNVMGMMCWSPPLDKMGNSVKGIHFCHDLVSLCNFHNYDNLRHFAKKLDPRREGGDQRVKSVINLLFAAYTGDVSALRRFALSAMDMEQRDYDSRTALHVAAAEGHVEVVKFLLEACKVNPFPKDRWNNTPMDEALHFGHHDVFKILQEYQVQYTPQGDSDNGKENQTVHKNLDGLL
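Compounds were pin-transferred onto hKGA, after which L-glutamine (1 mM solution) and a detection mix of glutamate oxidase, HRP and Amplex Red were added. Initial and 30 min RT fluorescence reads were collected.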
Tb PGK inh = qHTS Assay to Find Inhibitors of Phosphoglycerate Kinase | AID 602233, 2012 | PGK/GAPDH coupled, Kinase-Glo luminescence, 60 min | Potency, µM (series often up to 57.5 µM), without a hit: at the highest dose activity change, negative = inhibition, actives largely listed as inhibitors | Phosphoglycerate kinase, glycosomal (Trypanosoma brucei brucei), P07378 | 380,000 tested, 0.043% active; further: potency means the concentration at half of the fitted maximal effect; on the % scale 0 is the no-effect control and ±100 the full control effect; nearly all actives have a fitted effect of over 60% in size
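Luminescent ATP detection (Kinase-Glo Plus) follows a 60-minute room-temperature incubation, with wells lacking PGK as controls. Buffer: 100 mM TEA (pH 7.6), 5 mM MgCl2, 0.01% Tween-20. Coupling enzyme GAPDH (100 nM final) supplies unstable 1,3-BPG in-well.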
PI4K2A block = qHTS for small molecular inhibitors of PI4K2A; AID 1346378, 2018; purified PI4K2A, ADP-Glo luminescence, 1 h; stronger effect = lower value; activity change, negative = inhibition, % at 76.9 µM; 420,000 tested, 0.13% active; in the data active means activity change below about -50%; inconclusive means mostly about -30% to -49%;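 further: -100% = wells without enzyme as full effect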
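ADP-Glo luminescence measured ADP generated by PI4K2A enzyme (4 ug/mL before mixing) with 1.2 mM PI substrate (pre-mix) and 300 microM ATP (pre-mix). Tris pH7.5 buffer with MgCl2, Triton X-100; 1 h reaction at ambient temperature.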
The depositor's hits bear a star; i = inactive; u = inconclusive; x = not tested or not shown; [ ] = remark or other dose. Unless noted, the call rests on the fitted dose curve; in most records, active means well fitted curve in the direction sought with a large enough effect; inconclusive means small, poorly fitted or top-dose-only effect, or another doubt; inactive means no such curve, though single readings can be large; an effect the other way counts as inactive or inconclusive. Not all compounds are listed, so the mix of outcomes need not match the whole.

SMILES | HP1b binding inh | Pin1 inhibitor | BAZ2B inh | Pol eta inh | G9a block | JMJD2A Tudor | GLS inhibitor | Tb PGK inh | PI4K2A block
Cc1ccc2nc(N/C(N)=N/S(=O)(=O)c3ccc([N+](=O)[O-])cc3)nc(C)c2c1 | 32%[activator] | -2% | -34% | -19% | 11%[59 µM] | -25% | -6% | -9% | 0
COc1ccc(C2=CC(=O)C[C@H](c3ccc(OC)c(OC)c3)C2)cn1 | 11% | 2% | 1% | -17% | 9%[0.501 µM] | -17% | 5% | -1% | 0
CC(C)(C)C(=O)N1CCN(c2nc3c(F)cccc3s2)CC1 | 3% | -6% | -13% | 5% | -2%[59 µM] | -11% | -14% | -3% | -6
COc1ccc(-c2ccc3c(c2)[C@@H]2C[C@H](N(C)C(=O)Nc4ccccc4)[C@H]([C@H](C)O)C(=O)N2CC3)cc1 | -2% | -3% | x | -5% | x | u | 1% | -5% | -3
CCc1cccc(N2C(=O)CSC23C(=O)Nc2ccccc23)c1 (stereo not given) | 31% | -2% | -13% | -22% | -20%[59 µM] | -1% | -6% | 7% | -1
O=C(CCc1nc2ccccc2c(=O)[nH]1)N1CCN(S(=O)(=O)c2ccc(Cl)c(C(F)(F)F)c2)CC1 | 14% | 3% | 11% | -14% | 13%[59 µM] | -9% | 1% | -8% | 6
O=C(NNc1cccc(Cl)c1)c1cccnc1Cl | 56%[activator] | -2% | -2% | -17% | 10µM* | 1% | 2% | -3% | 0
O=c1o[nH]c(-c2ccccc2)c1C=Nc1ccc(Cl)cc1 | 14% | 0% | u | -17% | u | -2% | 9% | -6% | 0
c1ccc(-n2ncc3cccnc32)cc1 | 90%[activator] | -3% | 4% | -16% | 38% | 7% | 1% | i | 10
NC(=O)CSc1nc2ccc(NC(=O)COc3ccccc3)cc2s1 | 29% | -11% | -7% | -4% | -2%[59 µM] | -6% | 2% | 5% | -3
Cc1cc(=O)[nH]c(SC(C(=O)O)c2ccccc2)n1 (stereo not given) | 32% | -5% | 10% | -10% | 2%[59 µM] | -10% | 17% | 1% | 0
O=C(CSc1nc2ccccc2s1)NC1CCS(=O)(=O)C1 (stereo not given) | 31% | -2% | 8% | -8% | u | -23% | 0% | x | -2

Records listed so far that bear a hit mark in G9a block:
SMILES | HP1b binding inh | Pin1 inhibitor | BAZ2B inh | Pol eta inh | G9a block | JMJD2A Tudor | GLS inhibitor | Tb PGK inh | PI4K2A block
O=C(NNc1cccc(Cl)c1)c1cccnc1Cl | 56%[activator] | -2% | -2% | -17% | 10µM* | 1% | 2% | -3% | 0

Continuation.
SMILES | HP1b binding inh | Pin1 inhibitor | BAZ2B inh | Pol eta inh | G9a block | JMJD2A Tudor | GLS inhibitor | Tb PGK inh | PI4K2A block
Cc1ccc(CS(=O)(=O)CCC(=O)N2CCOCC2)cc1 | 11% | 2% | -2% | 10% | -1%[12.7 µM] | -1% | -1% | -2%[11.5 µM] | -2
COc1ccc(/C=C/C(=O)c2ccccc2)c(OC)c1 | 35% | -1% | 35% | -2% | 75%[activator] | 26% | -2% | -2% | 2
Cc1cccc(C)c1NC(=O)CNC(=O)c1cccnc1 | 51%[activator] | 0% | -14% | -14% | 79µM* | -4% | -1% | i | 1
CC(=O)Nc1cccc(NC(=O)c2cc3c(=O)n4cccc(C)c4nc3n2C)c1 | 22% | 4% | -16% | -14% | -32%[59 µM] | -7% | -12% | 7% | -2
CCOC(=O)C1CCc2c(ccc3ccccc23)N1CCC#N (stereo not given) | x | x | x | -14% | x | x | 7% | -4% | 8
COCCNC(=O)Nc1ccc2nc(-c3cccs3)c(-c3cccs3)nc2c1 | 50%[activator] | 15% | 15% | 11% | 22%[12.7 µM] | 9% | 4% | -4% | -1
CCO/N=C(/C)c1c(O)cc(C(C)(C)C)n(-c2ccccc2)c1=O | 23% | 3% | -5% | -13% | 20%[59 µM] | -3% | 1% | -12% | 6
COc1ccccc1C(CNC(=S)NCc1ccccc1)N1CCCC1 (stereo not given) | 19% | 0% | -15% | -6% | u | -20% | -3% | -1% | -7
COc1cccc(N2CC(C)Cn3c2nc2c3c(=O)[nH]c(=O)n2C)c1 (stereo not given) | 9% | -9% | -1% | -13% | 22% | -8% | -11% | i | -5
c1ccc(-n2ncc3c(N4CCC5(CC4)OCCO5)ncnc32)cc1 | 13% | -1% | -3% | -4% | u | -1% | 13% | 4% | 8
Cc1ccccc1C(=O)N1CCCC(CCC(=O)N2CCN(c3ccccn3)CC2)C1 (stereo not given) | 38% | 0% | -2%[57.1 µM] | -8% | 4% | -4% | 8% | 2% | 2
COc1ccc(-c2cc(-c3ccccc3)nc(N3CCCC3)n2)cc1OC | 107%[activator] | 8% | 17% | -23% | u | 79%[activator] | 0% | 4% | 2
COc1ccc(OCC(=O)NCCCN2CCOCC2)cc1 | 47%[activator] | -3% | -2% | 10% | 12%[59 µM] | 6% | 6% | -3% | 5
O=C(Cc1ccc([N+](=O)[O-])cc1)N1N=C(c2ccncc2)CC1(O)C(F)(F)F (stereo not given) | 9% | 4% | x | -14% | 3% | u | 2% | i | -7
CS(=O)(=O)N(Cc1ccc(Cl)cc1)c1ccc(C(=O)N2CCN(c3ccccc3)CC2)cc1 | -5% | 11% | u | -19% | 7.9µM* | 89µM* | 16% | 1% | -1
O=C1NC(=Nc2cccnc2)S/C1=C/c1ccc(F)cc1 | 14% | 12% | -15% | 5% | -7% | -19% | 3% | -1% | -8
CCOc1ccc(CNS(=O)(=O)c2ccc3c(c2)CC(C)N3C(C)=O)cc1OC (stereo not given) | 46%[activator] | -5% | -3% | 0% | 2%[59 µM] | 2% | 2% | 10% | -4
O=C(NC(=S)Nn1cnc2c(cnn2-c2ccccc2)c1=O)c1ccccc1 | 3% | 0% | 0% | -22% | u | -26% | 31%[activator] | -2% | 2
COc1ccc(CSc2ccc(S(=O)(=O)N3CCCCC3)cn2)cc1F | 51%[activator] | 1% | 8% | -11% | 16%[59 µM] | 1% | -13% | -9% | 4
CCCC(=O)N(Cc1cc(=O)[nH]c2ccccc12)c1cccc(C)c1 | -10% | u | -5% | -3% | 28µM* | u | -1% | -2% | 4
O=S(=O)(NCc1ccco1)c1ccc(Cl)s1 | 5%[57 µM] | -6% | x | -8% | x | -10% | -5% | -2% | 1
COCCCNC(=S)N/N=C/c1ccc(OC)c(Br)c1 | -19% | -1% | u | -15% | 27%[59 µM] | -32% | -8% | -20% | -10
O=C(NCCc1ccccc1)C1CCCN1C(=O)NCc1ccccc1 (stereo not given) | 58% | -4% | 2% | -10% | 39%[activator] | 2%[57.1 µM] | -2% | -3% | 7
CCNC(=O)c1ccc2c(c1)nc1n2CCCCC1 | 26%[57 µM] | u | 12% | -13% | 0%[59 µM] | 1% | -6% | -7% | -3

Entries of single compounds from above. Values in the order: HP1b binding inh | Pin1 inhibitor | BAZ2B inh | Pol eta inh | G9a block | JMJD2A Tudor | GLS inhibitor | Tb PGK inh | PI4K2A block
Record of O=C(NCCc1ccccc1)C1CCCN1C(=O)NCc1ccccc1 (stereo not given) → 58% | -4% | 2% | -10% | 39%[activator] | 2%[57.1 µM] | -2% | -3% | 7
Record of CCCC(=O)N(Cc1cc(=O)[nH]c2ccccc12)c1cccc(C)c1 → -10% | u | -5% | -3% | 28µM* | u | -1% | -2% | 4
Record of O=C(NC(=S)Nn1cnc2c(cnn2-c2ccccc2)c1=O)c1ccccc1 → 3% | 0% | 0% | -22% | u | -26% | 31%[activator] | -2% | 2
Record of CCNC(=O)c1ccc2c(c1)nc1n2CCCCC1 → 26%[57 µM] | u | 12% | -13% | 0%[59 µM] | 1% | -6% | -7% | -3
Record of COc1ccc(OCC(=O)NCCCN2CCOCC2)cc1 → 47%[activator] | -3% | -2% | 10% | 12%[59 µM] | 6% | 6% | -3% | 5

Following part:
SMILES | HP1b binding inh | Pin1 inhibitor | BAZ2B inh | Pol eta inh | G9a block | JMJD2A Tudor | GLS inhibitor | Tb PGK inh | PI4K2A block
COC(=O)C1C(=O)C=C(N2CCOCC2)CC1(C)C (stereo not given) | 24% | 6% | -3% | -13% | -9%[59 µM] | 1% | 10% | 1% | 3
CCN(CC)S(=O)(=O)c1ccc2c(c1)nc(CCC(=O)Nc1ccccc1Cc1ccccc1)n2CC | 3% | 30%[activator] | -8% | -10% | -2%[59 µM] | -15% | 1% | x | 2
O=C(NCc1ccccc1)C1=C[C@H](c2ccc3c(c2)OCO3)C[C@H](OCCCCO)O1 | 26% | u | -14% | -5% | u | -14% | -1% | 9% | -1
COc1ccc(CCNC(=O)CSc2nn3c(=O)c(C)nnc3s2)cc1OC | 22% | -16% | -2% | 0% | 76%[activator] | 0% | -1% | 1% | -2
